# Rab9 prom act: Rab9 promoter activation; Huh7 Rab9 promoter-luciferase reporter, luminescence, 24 h; Potency, µM (doses to about 9.22 µM), for inactives: top-dose activation, negative = inhibition, most hits filed as activators; 320,000 compounds, 2.8% hits; further: potency means the concentration at half of the fitted maximal effect; % of control where 0% means no effect; nearly all actives have a fitted effect of over 60% in size
#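 Huh7 cells stably carrying a Rab9 promoter-luciferase reporter, 1500 cells per well in OP-MEM I with 10% FBS, treated with compound 24 hours at 37C. Luciferase activity read by luminescence after 10 minutes with Amplite reagent.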
# ELG1 genotox: genotoxicity induction in ELG1-luciferase HEK293T cells | HEK293T ELG1-luciferase reporter, luminescence, 16 h | Potency, µM (doses to about 46 µM), for inactives: at the top dose activity change, positive = activation, actives largely listed as activators | 330,000 compounds, 1.3% hits; further: potency means the concentration at half of the fitted maximal effect; % of control where 0% means no effect; nearly all actives have a fitted effect of over 60% in size
#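 Genotoxicity was scored as increased ELG1-luciferase reporter signal, measured by ONE-Glo luminescence (30 min, room temperature). Compound or vehicle exposure of the HEK293T reporter cells lasted 16 hr at 37°C.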
# FLuc modulator: firefly luciferase modulation, counter-screen for miR-21 project; P08659; purified FLuc, Km substrates, luminescence inhibition; Potency, µM (series often up to 57.5 µM), for inactives: top-dose activity change, negative = inhibition, most hits filed as inhibitors; 360,000 compounds, 6.9% hits; AID 588342;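 further: potency means the concentration at half of the fitted maximal effect; plate controls were vehicle for no effect and reference inhibitor for full effect; nearly all actives have a fitted effect of over 55% in size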
# Target sequence (P08659 whole entry, looked up): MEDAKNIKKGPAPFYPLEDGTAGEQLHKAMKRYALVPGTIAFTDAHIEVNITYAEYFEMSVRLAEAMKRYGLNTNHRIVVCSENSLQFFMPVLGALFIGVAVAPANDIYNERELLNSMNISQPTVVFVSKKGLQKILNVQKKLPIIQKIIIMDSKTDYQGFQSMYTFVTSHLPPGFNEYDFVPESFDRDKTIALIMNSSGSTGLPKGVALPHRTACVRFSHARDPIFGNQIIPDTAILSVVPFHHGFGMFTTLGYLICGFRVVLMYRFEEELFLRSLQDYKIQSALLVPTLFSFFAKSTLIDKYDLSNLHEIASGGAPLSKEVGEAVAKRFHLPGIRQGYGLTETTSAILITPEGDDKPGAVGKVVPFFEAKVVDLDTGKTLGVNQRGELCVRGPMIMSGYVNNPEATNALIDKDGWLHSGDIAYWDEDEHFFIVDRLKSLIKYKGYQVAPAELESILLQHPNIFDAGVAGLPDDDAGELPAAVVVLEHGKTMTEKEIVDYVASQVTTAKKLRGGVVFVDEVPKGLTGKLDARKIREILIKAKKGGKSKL
#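 Purified P. pyralis luciferase (10nM final) with 10uM D-luciferin and 10uM ATP (Km levels) in 50mM Tris acetate pH 7.5, 10mM Mg acetate, 0.01% Tween-20, 0.05% BSA; qHTS 6-point titration, ~60 µM downward; luminescence read.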
# PKM2 act: activators of human pyruvate kinase M2 | 260,000 compounds, 0.34% hits | AID 1631 | Potency, µM (doses to about 57.5 µM), inactives show at the top dose activation, most hits filed as activators | P14618 | purified PKM2, Kinase-Glo ATP luminescence, activation; response scale: 0% is enzyme alone, no compound; further: potency means the concentration at half of the fitted maximal effect; on the % scale 0 is the no-effect control and ±100 the full control effect; nearly all actives have a fitted effect of over 55% in size
# Target sequence (P14618 whole entry, looked up): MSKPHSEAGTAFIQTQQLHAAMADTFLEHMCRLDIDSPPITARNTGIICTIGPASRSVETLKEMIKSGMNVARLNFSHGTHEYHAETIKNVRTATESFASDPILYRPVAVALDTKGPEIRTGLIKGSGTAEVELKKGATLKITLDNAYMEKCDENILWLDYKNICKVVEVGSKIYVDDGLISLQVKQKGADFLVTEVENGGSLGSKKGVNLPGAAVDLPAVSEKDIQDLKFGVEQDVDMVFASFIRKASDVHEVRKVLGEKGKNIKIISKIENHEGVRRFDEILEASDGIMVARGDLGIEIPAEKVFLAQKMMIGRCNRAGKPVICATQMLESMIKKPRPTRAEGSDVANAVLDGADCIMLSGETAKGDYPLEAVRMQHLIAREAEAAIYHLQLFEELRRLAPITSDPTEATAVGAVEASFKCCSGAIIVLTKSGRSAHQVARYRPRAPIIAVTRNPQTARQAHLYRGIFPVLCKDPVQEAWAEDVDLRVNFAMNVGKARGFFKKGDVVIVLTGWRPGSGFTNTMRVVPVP
#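 Purified hPK-M2 (>95% pure) converted ADP (0.1 mM final) to ATP with 0.5 mM PEP in 50 mM imidazole pH7.2, KCl, MgCl2, Tween 20, BSA; 1 h at room temperature. ATP detected by Kinase-Glo luminescence.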
# Gal4-VP16 FLuc: inhibits Gal4-VP16 luciferase reporter, ROR gamma counter-screen; 310,000 compounds, 3.5% hits; AID 2546; Drosophila S2 Gal4-VP16 UAS-luciferase, luminescence, 20 h; Potency, µM (titrated, usually from 53.6 µM), for the others: at the top dose activity, negative = inhibition, usual class: inhibitors;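 further: Gal4-VP16 expression switched on by copper sulfate through the metallothionein promoter; potency means the concentration at half of the fitted maximal effect; on the % scale 0 is the no-effect control and ±100 the full control effect; nearly all actives have a fitted effect of over 50% in size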
# BRCA1 expr act: activators of BRCA1 expression | 380,000 compounds, 1.1% hits | MCF7-BRCA1-FFLuc reporter, luminescence, 48 h; response scale: scaled: vehicle 0%, 10 µM genistein 100% | Potency, µM (series often up to 46.1 µM), for inactives: top-dose activation, hits mostly activators; further: potency means the concentration at half of the fitted maximal effect; nearly all actives have a fitted effect of over 80% in size; some results filed as inactive show a strong effect at the top dose
#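 First, MCF7-BRCA1-FFLuc cells (2000/well) attach for 2 h; next, compounds are pin-added and incubated 48 h at 37 °C; finally, luciferase reagent is added and luminescence read after 15 min.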
# p53 reactivator: re-activators of mutant p53; 320,000 compounds, 0.063% hits; Potency, µM (titrated, usually from 92.2 µM), inactives show at the highest dose activity change, positive = activation, most hits filed as activators; H1299 p53-A138V BP100-luciferase reporter, luminescence, 24 h; further: potency means the concentration at half of the fitted maximal effect; % of control where 0% means no effect; nearly all actives have a fitted effect of over 45% in size
#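 p53-null H1299 cells stably carrying temperature-sensitive p53-A138V and a BP100-luciferase reporter were pinned with compounds (4-point, 1:5 series) and held 24 hrs at 37 deg C. Luminescence was read 10 min after detection reagent.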
# Giardia killer: Giardia lamblia killing. AID 540267. 340,000 compounds, 0.15% hits. Giardia lamblia trophozoite viability. activity change, % at 7.66 µM, hits read low; in the data active means activity change below about -80%; inconclusive means between about -30% and that limit;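 further: parasites exposed to compound for two days anaerobically before the ATP read; on the % scale 0 is the no-effect control and ±100 the full control effect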
#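 Luminescence from cellular ATP indicates surviving trophozoites (100 cells/well) following 48 hrs anaerobic compound treatment at 37 deg C; signal develops 15-30 min at room temperature.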
# NPC1 promoter act: activators of NPC1 promoter. 320,000 compounds, 2.4% hits. Huh7 NPC1 promoter luciferase reporter, 24 h. Potency, µM (doses to about 9.22 µM), for the others: top-dose activation, hits mostly activators. AID 485313;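 further: potency means the concentration at half of the fitted maximal effect; % of control where 0% means no effect; nearly all actives have a fitted effect of over 60% in size; reporter is driven by a mutant NPC1 promoter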
#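 Luciferase expression driven by the NPC1 promoter was measured in stably transfected Huh7 cells after a 24 h compound incubation, using a luciferase reagent and a luminescence read.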
# Menin MLL FP TR: displaces Texas Red mutant MLL peptide from human menin; O00255; Menin + Texas Red MLL mutant peptide, fluorescence polarization; Potency, µM (titrated, usually from 61.6 µM), for inactives: top-dose FP activity change, negative = inhibition, usual class: inhibitors; 270,000 compounds, 0.23% hits; active means well fitted inhibition curve with a large enough effect in the polarisation, with a control signal flat, not every such curve was filed as active; inconclusive means small, poorly fitted or top-dose-only effect, or effect the other way, or a change in a side signal; inactive means no such curve, though single readings can be large or run the other way; the % refers to the polarisation; further: potency means the concentration at half of the fitted maximal effect; % of control where 0% means no effect; many of its hits are not listed in these tables
# RORg inh: blocks mouse ROR gamma transcriptional activity. P51450. Drosophila S2 Gal4-RORgamma UAS-luciferase reporter, 20 h. Potency, µM (highest dose often 53.6 µM), inactives show top-dose activity change, negative = inhibition, hits mostly inhibitors. 310,000 compounds, 5.4% hits; further: potency means the concentration at half of the fitted maximal effect; on the % scale 0 is the no-effect control and ±100 the full control effect; nearly all actives have a fitted effect of over 60% in size
#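 Compounds are pin-transferred onto Drosophila Schneider cells expressing a copper-inducible Gal4–ROR gamma transactivation domain fusion. After 1 hr, copper sulfate is added to 700 uM final; luciferase is read 20 hr later.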
# * marks the source's active call; other numbers are inactive results; ? = inconclusive; . = no result given; [ ] = another dose, or the depositor's remark. Unless noted, the call rests on the fitted dose curve; in most records, active means well fitted curve in the direction sought with a large enough effect; inconclusive means small, poorly fitted or top-dose-only effect, or another doubt; inactive means no such curve, though single readings can be large; an effect the other way counts as inactive or inconclusive. Some of the compounds tested. The share of hits here may be higher or lower than overall.
no.	SMILES	Rab9 prom act	ELG1 genotox	FLuc modulator	PKM2 act	Gal4-VP16 FLuc	BRCA1 expr act
1	CCOc1cc(C(C(=O)NCC2CCCO2)N(C(=O)Cn2nnc3ccccc32)c2ccc(NC(C)=O)cc2)ccc1O (stereo not drawn)	0%	-1%	0%	.	-1%	-3%
2	CN(C)c1nc(C(=O)O)nc(N2CCOCC2)n1	-1%	8%	-2%	2%	2%	20%
3	O=C(N/N=C(\Cc1ncc[nH]1)c1ccccc1)c1ccccc1	-18%	-2%	-2%	10%	-9%[10 µM]	.
4	COc1cccc(CNC(=O)C2CCC(CNc3c(N4CCC(C)CC4)c(=O)c3=O)CC2)c1 (stereo not drawn)	2%	9%	-1%	-5%	0%	36%
5	CC(=O)NS(=O)(=O)c1ccc(NC(=O)c2ccccc2F)cc1	-4%	2%	-2%	-6%	-4%	9%
6	O=C(NCc1cccc(Cl)c1)c1ccc2c(c1)OCO2	-3%	21%	-20%	1%	0%[0.365 µM]	1%
7	COc1ccccc1CNC(=O)c1ccc(OCc2c(C)noc2C)c(OC)c1	.	.	3%	3%	-15%	-6%
8	Cc1cccc(NC(=S)NCCN2CCOCC2)c1C	-1%	-5%	1%	-17%	1%	-20%
9	O=C(NCc1ccco1)c1ccc(Br)s1	0%	2%	0%	7%	-4%	22%
10	Nn1c(SCC(=O)Nc2ccc(F)cc2)nnc1C1CCCCC1	0%	-5%	-1%	-2%	8%	10%
11	Cc1ccccc1NS(=O)(=O)c1cc(C(=O)Nc2cccc([N+](=O)[O-])c2)ccc1C	-1%	-13%	1%	1%	?	-63%
12	O=C(COC(=O)c1ccc(O)cc1)Nc1ccc2[nH]c(=O)[nH]c2c1	1%	2%	2%	.	.	6%

no.	p53 reactivator	Giardia killer	NPC1 promoter act	Menin MLL FP TR	RORg inh
1	-2%	-3	1%	.	-12%
2	-4%	9	1%	.	-2%
3	1%	.	-10%	8%	11µM*
4	-4%	10	-1%	.	-5%
5	0%	-6	-5%	-7%	4%
6	-3%	-8	12%	-9%	2%
7	.	-3	.	-15%	19%
8	2%	0	-1%	-1%	?
9	-2%	-8	-3%	10%	?
10	0%	2	-2%	8%	7%
11	2%	-9	-6%	?	?
12	11%	17	3%	.	.

# Reprinted from the part before: three entries, followed by the next part.
no.	SMILES	Rab9 prom act	ELG1 genotox	FLuc modulator	PKM2 act	Gal4-VP16 FLuc	BRCA1 expr act
10	Nn1c(SCC(=O)Nc2ccc(F)cc2)nnc1C1CCCCC1	0%	-5%	-1%	-2%	8%	10%
11	Cc1ccccc1NS(=O)(=O)c1cc(C(=O)Nc2cccc([N+](=O)[O-])c2)ccc1C	-1%	-13%	1%	1%	?	-63%
12	O=C(COC(=O)c1ccc(O)cc1)Nc1ccc2[nH]c(=O)[nH]c2c1	1%	2%	2%	.	.	6%
13	Cc1ccc(Nc2nc(OC(C(F)(F)F)C(F)(F)F)nc(N3CCOCC3)n2)cc1	1%	2%	1%	-1%	-12%	-40%
14	N#CCC(=O)Nc1sc2c(c1C(N)=O)CCCC2	3%	0%	-1%	8%	3%	-3%
15	CCN1CCN(S(=O)(=O)c2ccc(Cl)c(C(=O)N(C)Cc3cccs3)c2)CC1	-5%	0%	5%	.	.	-14%
16	CC(C)C(=O)NC(=S)Nc1ccc(S(=O)(=O)N(C)Cc2ccccc2)cc1	.	.	1%	1%	?	-72%
17	O=C(Nc1n[nH]c(=S)s1)c1ccco1	24%	3%	-4%	-47%	-4%	15%
18	CCc1nc(N2CCCC(C)C2)c2oc3ccccc3c2n1 (stereo not drawn)	-12%	-11%	-10%	-19%	4µM*	-75%
19	COC(=O)c1c(C)cc(OC(C)=O)c(C)c1OC(C)=O	5%	-12%	2%	-7%	4%	-2%
20	Cc1ccc(OCC(=O)N(Cc2ccccc2)c2c(N)n(Cc3ccccc3)c(=O)[nH]c2=O)c(C)c1	-7%	4%	3%	.	.	-27%
21	Cc1cccc(C)c1NC(=O)c1c(O)c2ccccc2[nH]c1=O	4%	-3%	2%	3%	.	-18%
22	Cc1[nH]n(-c2ccc(Cl)cc2)c(=O)c1/C=N/n1c(C)nc2ccccc2c1=O	-6%	-3%	?	-33%	?	-66%
23	N#Cc1nnn(-c2cc(Cl)cc(Cl)c2)c1N	-2%	0%	-3%	1%	9%	0%
24	O=C(N1CCCC1)n1c(Cc2ccccc2)nc2ccccc21	-5%	-17%	-2%	-1%	.	-14%

no.	p53 reactivator	Giardia killer	NPC1 promoter act	Menin MLL FP TR	RORg inh
10	0%	2	-2%	8%	7%
11	2%	-9	-6%	?	?
12	11%	17	3%	.	.
13	2%	-13	-3%	?	-36%
14	-2%	-23	-11%	-3%	?
15	-6%	-19	-5%	.	.
16	.	-11	.	17%	14µM*
17	11%	3	0%	9%	-33%
18	?	-1	5%	?	-88%
19	-2%	-15	8%	8%	-15%
20	0%	1	-2%	.	.
21	.	-10	-1%	20%	.
22	7%	29	-5%	?	?
23	-5%	0	-8%	.	-4%
24	-13%	15	1%	-3%	-18%[0.365 µM]

# Additional entries:
no.	SMILES	Rab9 prom act	ELG1 genotox	FLuc modulator	PKM2 act	Gal4-VP16 FLuc	BRCA1 expr act
25	COc1cccc(Oc2nc3ncn(Cc4ccccc4)c3c(=O)n2C)c1	0%	-3%	6%	2%	6%	-39%
26	CC(=O)c1c(C)[nH]c(C(=O)COC(=O)c2c(C)noc2C)c1C	-3%	9%	1%	.	.	0%
27	CCOc1cc(C(=S)N2CCOCC2)ccc1OC	6%	-1%	0%	-1%	-1%	6%
28	COc1ccc(OC)c(N=c2ssnc2Cl)c1	1%	-10%	15µM*	-39%	?	-36%
29	c1nc(NCC2(N3CCOCC3)CCCCC2)c2ccsc2n1	-7%	-3%	0%	-2%	?	-13%
30	Cc1nn(-c2ccccc2)nc1CNC(=O)c1ncoc1-c1ccccc1	-6%	-7%	-5%	-2%	-5%	-19%
31	CC12CCC(C(=O)Nc3nc4ccc(Br)cc4s3)(OC1=O)C2(C)C (stereo not drawn)	?	14%	19µM*	7%	-5%	8.9µM*
32	CCNC(=O)NS(=O)(=O)c1cnccc1Nc1cccc(Cl)c1	8%	1%	2%	1%	2%	-11%
33	O=C(COc1ccccc1)Nc1cc(NC(=O)COc2ccccc2)cc(C(=O)O)c1	-1%	4%	-11%	0%	1%	15%
34	CS(=O)(=O)N1N=C(c2ccccc2)CC1c1cccs1 (stereo not drawn)	3%	2%	-3%	-2%	7%	57%
35	O=C(CCn1c(=O)c2ccccc2n(Cc2cccc([N+](=O)[O-])c2)c1=O)N1CCc2ccccc2C1	-2%	1%	-1%	1%	3%	-36%
36	CCn1c(SCC(=O)Nc2ccc3c(c2)OCCO3)nnc1C1CC1	-3%	1%	15µM*	-7%	3%	12%

no.	p53 reactivator	Giardia killer	NPC1 promoter act	Menin MLL FP TR	RORg inh
25	-9%	-7	-2%	2%	-42%
26	3%	2	1%	.	.
27	-1%	-1	0%	5%	-10%
28	-1%	0	-5%	?	18µM*
29	-13%	-3	-5%	0%	?
30	2%	15	-2%	.	22%
31	5%	4	?	-3%	-22%
32	-1%	-13	-9%	-12%	2%
33	24%	10	1%	15%	-9%
34	1%	8	16%	-10%	19%
35	-4%	11	-3%	-13%	-6%
36	5%	12	-3%	-7%	-24%

# Continued.
no.	SMILES	Rab9 prom act	ELG1 genotox	FLuc modulator	PKM2 act	Gal4-VP16 FLuc	BRCA1 expr act
37	Fc1ccc(NCc2n[nH]c(=S)n2Cc2ccccc2)cc1	-1%	-5%	?	-18%	-19%	0%
38	COC(=O)[C@@]1(Cc2ccc(OC)cc2)[C@H]2c3cc(C(=O)N4CCCC4)n(Cc4ccc(S(C)(=O)=O)cc4)c3C[C@H]2CN1C(=O)c1ccccc1	.	.	.	4%	-6%	-19%
39	Cc1onc(-c2c(Cl)cccc2Cl)c1C(=O)O/N=C(\C#N)c1ccccc1	-1%	4%	-4%	-4%	-10%	8%
40	Cc1ccccc1C1=N/C(=C/c2cccs2)C(=O)O1	3%	0%	3.4µM*	0%	-16%	-16%
41	O=C(O)CCC(=O)Nc1cccc(-c2nnc(-c3ccccc3)o2)c1	-2%	11%	21µM*	-10%	-7%	-1%

no.	p53 reactivator	Giardia killer	NPC1 promoter act	Menin MLL FP TR	RORg inh
37	2%	-20	-1%	5%	4.5µM*
38	.	.	.	4%	31%
39	5%	8	-3%	.	15%
40	-2%	27	0%	?	6%
41	23%	-11	3%	-19%	8%
